# Bioassay records: PubChem, several laboratories
# Fam108B counter = mouse Fam108B serine hydrolase inhibitors, primary screen, counter-screen for RBBP9 inhibitor project, biochemical, fluorescence polarization | hit rate 0.33% among 300,000 | recombinant Fam108B, FP-Rh probe fluorescence polarization | AID 1947, 2009 | inhibition, % at 9.51 µM;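 active = inhibition above the screen mean inhibition plus 3 SD, computed separately per campaign, cut at about 18% in these data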;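 also: inhibitors lower polarization as less probe binds the enzyme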
# PAD4 inh = human PAD4 inhibitors, primary screen, biochemical, fluorescence polarization, 1536-well format; Protein-arginine deiminase type-4 (Homo sapiens), Q9UM07; recombinant PAD4, RCA probe fluorescence polarization; inhibition, % at 6.36 µM; hit rate 0.41% among 330,000;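 active = percent inhibition above a cutoff equal to the mean of all tested compounds plus 3 SD, cut at about 15% in these data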;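 also: 0% = PAD4 with RCA probe and DMSO and 100% = probe without PAD4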
# MEX-5 binding = MEX-5 zinc finger RNA-binding disruptors – biochemical, C. elegans, fluorescence polarization, MLPCN library, primary screen | hit rate 0.38% among 300,000 | Zinc finger protein mex-5 (Caenorhabditis elegans), Q9XUB2 | MEX-5/FITC-TCR2 RNA binding; hits give low values | activity score (negative = inhibition of binding), % at 10 µM | AID 1832, 2009;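 active = inhibition past about -25% in most replicates, and total fluorescence under double the plate's negative control median, limit read from the data; inconclusive = replicates evenly split on the limit, or fluorescence at least double controls; inactive = too little inhibition in most replicates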;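 also: 0% = DMSO and -100% = 5 µM competing unlabeled TCR2 RNA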
# Target sequence (Q9XUB2 whole entry, looked up): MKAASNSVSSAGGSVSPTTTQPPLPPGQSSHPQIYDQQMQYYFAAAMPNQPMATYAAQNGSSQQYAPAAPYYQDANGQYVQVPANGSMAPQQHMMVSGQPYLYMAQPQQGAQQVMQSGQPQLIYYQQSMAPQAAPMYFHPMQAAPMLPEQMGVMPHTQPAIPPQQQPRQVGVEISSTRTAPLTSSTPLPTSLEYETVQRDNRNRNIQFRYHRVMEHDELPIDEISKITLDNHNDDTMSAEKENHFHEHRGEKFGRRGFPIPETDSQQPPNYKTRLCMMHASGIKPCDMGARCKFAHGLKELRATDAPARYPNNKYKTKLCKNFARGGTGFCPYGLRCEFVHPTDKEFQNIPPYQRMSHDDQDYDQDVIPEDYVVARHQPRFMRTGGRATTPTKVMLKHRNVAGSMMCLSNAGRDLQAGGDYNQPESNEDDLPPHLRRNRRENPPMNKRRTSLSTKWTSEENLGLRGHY
# TPT1 inhibitor = Candida albicans TPT1 enzyme inhibitors, primary screen, biochemical, fluorescence polarization; tRNA 2'-phosphotransferase TPT1 (Candida albicans SC5314); recombinant caTPT1, FP RNA substrate dephosphorylation; inhibition, % at 5 µM; hit rate 0.81% among 300,000; AID 1962, 2009;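 active = inhibition above the mean of all tested compounds plus 3 SD, set per screening campaign, cut at about 24% in these data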;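 also: plate controls were DMSO alone for no effect and ferristatin control at 100 nM for full effect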
# BCLXL inh = inhibitors of human Bcl-xL, primary screen, biochemical, fluorescence polarization, HTS. Bcl-2-like protein 1 (Homo sapiens), Q07817. GST-Bcl-xL / FITC-Bim BH3 peptide fluorescence polarization. inhibition, % at 10.9 µM. hit rate 0.7% among 320,000. AID 2129, 2009;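 active = inhibition above the mean of all tested compounds plus 3 SD, cutoff set per campaign, cut at about 30% in these data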;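 also: 0% = DMSO wells and 100% = unlabeled Bim-BH3 peptide competitor; inhibitors lower millipolarization by displacing the labeled peptide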
# PME-1 primary = PME-1 inhibitors via competitive probe labeling, primary screen, biochemical, fluorescence polarization, FP-Rh probe, HTS; recombinant PME-1; Protein phosphatase methylesterase 1 (Homo sapiens), Q9Y570; inhibition, % at 5.9 µM; hit rate 0.53% among 320,000;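 active = inhibition above the campaign mean of all compounds plus 3 SD, cut at about 26% in these data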;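 also: competitive labeling of PME-1 active site by serine hydrolase directed probe; 0% = PME-1 with DMSO and 100% = wells lacking PME-1 enzyme; inhibitors block probe labeling so polarization falls and inhibition rises; many of its hits are not listed in these tables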
# GSTO1 inh = inhibitors of recombinant GSTO1, primary screen, counter-screen for RBBP9 inhibitor project, biochemical, fluorescence polarization. Glutathione S-transferase omega-1 (Homo sapiens), P78417. activity-based probe fluorescence polarization. inhibition, % at 5.96 µM. hit rate 1.1% among 300,000. AID 1974, 2009;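 active = inhibition above the campaign mean inhibition plus 3 SD, cut at about 35% in these data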;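 also: 0% = GSTO1-1 with DMSO and 100% = wells lacking GSTO1-1 enzyme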
# MCL1 BIM primary = inhibitors of MCL1 binding to BIM-BH3, primary screen, biochemical, fluorescence polarization | Induced myeloid leukemia cell differentiation protein Mcl-1 (Homo sapiens), Q07820 | GST-MCL1 / FITC-Bim-BH3 fluorescence polarization | inhibition, % at 10.9 µM | hit rate 0.68% among 320,000;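 active = inhibition above the mean inhibition of all tested compounds plus 3 SD, set per campaign, cut at about 40% in these data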;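 also: 0% = DMSO wells and 100% = unlabeled Bim-BH3 peptide control; higher means more loss of mP so more displacement of Bim peptide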
# GLD-1 RNA inh = GLD-1/TGE RNA complex disruptors, primary screen, biochemical, fluorescence polarization. inhibition, % at 5.96 µM. purified GLD-1 + fluorescein TGE RNA. Female germline-specific tumor suppressor gld-1 (Caenorhabditis elegans), Q17339. hit rate 0.44% among 320,000;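 active = percent inhibition above a per-plate cutoff, the plate mean of test compounds plus 3 SD, cut at about 30% in these data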;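 also: 0% = DMSO wells with GLD-1 and probe and 100% = wells lacking GLD-1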
# Target sequence (Q17339 whole entry, looked up): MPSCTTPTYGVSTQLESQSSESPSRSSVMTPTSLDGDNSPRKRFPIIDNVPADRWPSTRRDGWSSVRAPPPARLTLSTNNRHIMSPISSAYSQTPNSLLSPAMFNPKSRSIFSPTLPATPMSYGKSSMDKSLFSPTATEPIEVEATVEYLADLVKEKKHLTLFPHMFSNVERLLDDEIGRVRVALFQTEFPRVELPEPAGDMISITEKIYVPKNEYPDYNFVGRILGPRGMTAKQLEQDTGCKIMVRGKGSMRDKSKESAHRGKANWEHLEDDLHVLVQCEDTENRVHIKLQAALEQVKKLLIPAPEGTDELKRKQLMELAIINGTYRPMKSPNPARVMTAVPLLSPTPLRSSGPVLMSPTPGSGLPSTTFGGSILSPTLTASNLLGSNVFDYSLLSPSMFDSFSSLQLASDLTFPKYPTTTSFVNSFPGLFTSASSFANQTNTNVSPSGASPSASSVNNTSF
# Starred values were filed as active, the others as inactive; ? = inconclusive; . = not tested or not shown. An excerpt (hit frequency here may not be typical).
SMILES,Fam108B counter,PAD4 inh,MEX-5 binding,TPT1 inhibitor,BCLXL inh,PME-1 primary,GSTO1 inh,MCL1 BIM primary,GLD-1 RNA inh
Cc1nc(SCC(=O)c2ccc(F)cc2)c([N+](=O)[O-])[nH]1,-3.1,3.2,0.0,5.2,-2.5,-1.7,7.7,3.1,3.5
COc1cc(/C=C/C(=O)c2ccccc2O)cc(OC)c1OC,-0.6,-3.2,1.5,-0.7,-0.7,1.0,-1.5,-7.8,-2.1
O=c1ccc2c(o1)/C(=C/C=C(Cl)Cl)CCC2,7.8,-1.1,0.6,2.9,0.2,-4.2,20.6,8.0,4.6
CCCCC1CC(C)(C(=O)CSc2nc3ccccc3s2)OC1=O (stereo not drawn),0.7,1.6,-0.4,0.8,1.8,-3.7,-1.7,3.4,1.0
CC1=C(C(=O)NCc2ccc3c(c2)OCO3)C2(CCC(C)CC2)OC1=O (stereo not drawn),0.6,-3.5,-2.9,2.3,-0.1,0.7,-3.5,4.2,-6.6
CN(C)S(=O)(=O)c1cc(NC(=O)c2ccc(-n3ccnc3)c([N+](=O)[O-])c2)ccc1Cl,2.2,-5.0,-0.3,-1.6,-0.6,9.9,-5.9,-8.9,1.7
O=C(/C=C/c1c(F)cccc1Cl)Nc1ncccn1,0.4,-1.8,1.6,4.7,2.0,1.9,1.8,-0.4,7.6
COc1ccc(OCC(=O)N2CCN(c3nnc(-c4ccc(C)cc4)c4ccccc34)CC2)cc1,-0.9,1.3,7.3,6.2,-1.9,-3.4,-2.3,-6.4,3.3
COC1(c2cc(-c3ccccc3)nc(N)n2)CCCCC1,3.5,0.3,-1.0,-5.4,5.5,-3.8,1.9,0.6,11.2
CC(C)c1nnc(NC(=O)CCC(=O)Nc2ccc(Cl)cc2)s1,-3.4,0.0,0.3,-2.8,6.1,-2.8,1.5,4.9,-0.4
O=C(c1ccc(NC(=O)C2(c3ccccc3)CCCC2)cc1)N1CCOCC1,-1.8,4.1,1.0,1.4,4.2,-2.2,7.9,-4.0,2.6
C/C(=N\NC(=O)c1ccc(F)cc1)c1ccc(N2CCOCC2)cc1,2.2,3.8,2.5,2.2,2.1,1.7,2.7,7.8,6.6
O=C(NC1CC1)C1=COCCO1,3.1,-1.0,1.2,-1.4,0.9,0.1,3.2,6.2,-0.9
COc1ccc(NC(=O)CCS(=O)(=O)c2cc3c(cc2Cl)NC(=O)CO3)cc1OC,3.7,1.0,-0.7,0.9,-1.5,-7.2,-3.5,2.7,-1.2
COC(=O)C1=NN(C(C)(C)CC(C)=O)C2C(=O)N(C3CCCCC3)C(=O)C12 (stereo not drawn),-1.6,0.6,-0.6,-2.6,3.2,6.0,-0.4,-1.4,-3.7
CCCCC(CC)C(=O)Nc1ccccc1C(=O)NC(C)C (stereo not drawn),-0.5,-0.6,-0.3,0.8,-1.2,0.6,0.7,-8.3,-1.4
O=C(O)CCC(=O)Nc1ccc(Oc2ncnc3cc(Cl)ccc23)nc1,1.8,-2.6,-1.8,0.6,2.6,-6.0,-4.8,6.8,7.8
NC(=O)c1ccc(N=Nc2c(O)c3ccccc3[nH]c2=O)cc1,4.3,-5.0,-3.9,-0.1,6.3,9.1,-4.2,2.2,2.6
NNC(=O)c1ccccc1-n1cccc1,5.8,3.4,0.1,-1.1,5.8,-5.8,2.5,6.3,2.2
Cc1cc(C)nc(-n2ncc(C#N)c2N)n1,-2.1,-0.1,-0.8,-2.7,1.5,4.8,8.1,5.1,8.1
COc1ccccc1Nc1nc2nonc2nc1N1CCCCC1C (stereo not drawn),-0.7,-2.1,?,0.2,2.7,0.7,-0.5,3.1,-3.9
O=C(CSc1n[nH]c(-c2ccccc2)n1)Nc1ncc(Br)cc1Br,1.2,-2.3,-12.8,1.2,-3.1,1.4,4.4,-2.8,4.6
CC(C)OC(=O)NCCOC(=O)Nc1cccc(Cl)c1,6.7,0.7,0.4,1.2,-0.6,-3.8,4.2,1.2,-0.2
O=C(NC1=NCCS1)[C@H](Cc1ccccc1)N1C(=O)c2ccccc2C1=O,7.3,-3.6,0.4,-5.7,4.3,2.3,8.6,5.1,3.7
CCc1ccc(OCC(=O)NN2Cc3ccccc3C2=N)cc1,-2.4,-1.3,-1.7,-1.1,5.7,-4.7,1.0,2.9,1.3

# Of the compounds above, 3 contain fluorine:
SMILES,Fam108B counter,PAD4 inh,MEX-5 binding,TPT1 inhibitor,BCLXL inh,PME-1 primary,GSTO1 inh,MCL1 BIM primary,GLD-1 RNA inh
Cc1nc(SCC(=O)c2ccc(F)cc2)c([N+](=O)[O-])[nH]1,-3.1,3.2,0.0,5.2,-2.5,-1.7,7.7,3.1,3.5
O=C(/C=C/c1c(F)cccc1Cl)Nc1ncccn1,0.4,-1.8,1.6,4.7,2.0,1.9,1.8,-0.4,7.6
C/C(=N\NC(=O)c1ccc(F)cc1)c1ccc(N2CCOCC2)cc1,2.2,3.8,2.5,2.2,2.1,1.7,2.7,7.8,6.6

# Remaining list, next part:
SMILES,Fam108B counter,PAD4 inh,MEX-5 binding,TPT1 inhibitor,BCLXL inh,PME-1 primary,GSTO1 inh,MCL1 BIM primary,GLD-1 RNA inh
CCOC(=O)N1CCN(C(=O)COC(=O)CNC(=O)c2ccc(Cl)cc2Cl)CC1,3.1,-1.3,0.3,2.3,-0.9,8.7,3.8,-0.3,-0.8
CCOc1cc(NCCN2CCOCC2)c([N+](=O)[O-])cc1OCC,1.8,2.3,-0.9,3.6,4.0,1.4,2.7,10.4,5.3
O=S(=O)([N-]c1nc2ccccc2nc1-[n+]1ccc(CCCc2ccccc2)cc1)c1cccs1,-1.2,-0.8,-28.9*,-3.5,30.0,11.5,-9.3,25.1,16.9
O=C1CN(C(=O)COC(=O)/C=C/c2ccc(S(=O)(=O)N3CCOCC3)cc2)c2ccccc2N1,1.6,0.2,1.8,-1.2,10.7,2.7,1.1,0.2,7.9
CCCCC/C=C\C/C=C\C/C=C\C/C=C\CCCC(=O)O,-5.2,4.1,.,3.1,10.4,-4.2,2.0,22.9,3.1
O=C(O)CC1=C(O)C(=O)N(c2ccccc2)C1c1ccc(Br)cc1 (stereo not drawn),1.1,-3.1,-1.8,-5.1,-1.0,-3.3,-11.2,-1.4,0.1
CCn1ccnc1CN(C)C(=O)C1CCC(=O)N(CCc2cccc(F)c2)C1 (stereo not drawn),0.5,-0.3,-1.6,0.5,2.4,1.2,5.0,6.3,4.0
Cc1ccc2cc(CN(Cc3ccco3)C(=O)c3ccco3)c3nnnn3c2c1,1.9,-6.8,1.1,-2.4,1.1,7.4,-0.5,-3.9,6.3
Cc1cc(=O)oc2cc(OCc3nnc(-c4ccccc4Br)o3)ccc12,-2.2,-2.1,.,1.0,-3.3,2.9,-2.3,-7.8,-1.9
O=C(NC(=S)Nc1cccc(Cl)c1N1CCOCC1)c1cccs1,-10.3,-3.9,4.2,2.1,-1.9,-1.5,2.5,-1.7,-5.9
CC1(CCc2ccc3c(c2)OCO3)NC(=O)c2ccccc2N1 (stereo not drawn),-0.8,-3.1,-3.2,-1.0,0.6,1.5,-1.0,3.2,0.3
COc1ccc(C(=O)CCC(=O)NC2=NCCS2)cc1,10.6,-0.9,3.3,7.4,5.6,4.8,-12.1,2.7,-13.2
O=C(CCc1ccccc1)Nc1cccc(-c2nnc(-c3ccco3)o2)c1,-2.5,-4.3,0.2,-0.3,-1.3,0.8,-3.8,1.5,0.7
COc1ccc(NC(=O)C/C(C)=N/NC(=O)c2ccccn2)c(OC)c1,2.1,-4.7,-1.5,-2.1,7.0,-5.0,1.7,6.8,-1.0
COc1ccc(-n2nc(C(=O)Nc3nc4ccc(OC)cc4s3)c3ccccc3c2=O)c(OC)c1,0.6,-0.9,-2.9,-0.8,-1.4,-0.8,0.5,-5.0,2.9
COCCn1c(C)cc(C(=O)COC(=O)CCc2ccc(S(=O)(=O)N3CCOCC3)cc2)c1C,0.1,-3.6,1.1,-1.9,4.3,-1.1,0.7,2.6,0.2
CC(=O)COC(=O)c1cccc(N2C(=O)C3C4C=CC(C4)C3C2=O)c1 (stereo not drawn),-0.5,3.8,1.4,-1.5,2.2,0.9,3.4,9.1,4.3
COC(=O)c1scc(C)c1NC(=O)Cc1ccccc1,5.8,2.5,1.3,0.1,3.7,-0.2,-6.2,7.1,1.3
CC(NC(=O)c1ccc2c(c1)OCCO2)c1ccc(S(N)(=O)=O)cc1 (stereo not drawn),1.4,-0.4,1.4,-3.5,5.5,-5.0,8.7,12.8,5.4
Cc1cccc(Cc2cnc(NC(=O)c3ccc(C)o3)s2)c1,-5.3,-6.4,0.8,-3.6,-2.8,-4.8,-4.8,-1.5,-3.0
N#CCSc1ncnc2ccccc12,1.8,8.6,1.0,2.5,1.7,2.8,-3.2,-1.6,2.6
Clc1ccc2ncc(-c3nnnn3-c3ccccc3)c(-c3ccccc3)c2c1,-5.0,1.7,-1.1,1.1,0.0,0.7,-13.3,-5.1,-3.2
CCOCc1nnc(NC(=O)c2ccc(NC(C)=O)cc2)s1,-2.8,-2.8,0.8,-1.7,5.4,3.5,2.4,8.9,-2.2
COc1cccc(CSc2nnc(C(F)(F)F)n2Cc2ccc(F)cc2)c1,0.1,-0.3,1.5,-0.8,0.6,6.0,-3.4,3.0,28.1
C=CCn1c(SCC(=O)N2CC(C)OC(C)C2)nnc1-c1ccncc1 (stereo not drawn),.,0.4,.,.,-16.9,-4.7,.,-22.4,4.8
O=C(CN1C(=O)NC2(CCCC2)C1=O)Nc1cc(Cl)ccc1N1CCCC1,-1.1,1.2,0.3,-2.0,6.9,-7.5,1.7,10.6,3.2
CCOC(=O)C1CCCN(CC(O)COCc2ccc3c(c2)OCO3)C1 (stereo not drawn),-2.4,0.3,0.3,-2.8,5.9,2.3,-1.3,10.4,-4.3

# Compound profiles, from the list above. Order of values: Fam108B counter	PAD4 inh	MEX-5 binding	TPT1 inhibitor	BCLXL inh	PME-1 primary	GSTO1 inh	MCL1 BIM primary	GLD-1 RNA inh
# Listed for COc1cc(/C=C/C(=O)c2ccccc2O)cc(OC)c1OC = -0.6	-3.2	1.5	-0.7	-0.7	1.0	-1.5	-7.8	-2.1
# Listed for Cc1cc(=O)oc2cc(OCc3nnc(-c4ccccc4Br)o3)ccc12 = -2.2	-2.1	.	1.0	-3.3	2.9	-2.3	-7.8	-1.9
